ABCB1 block: blocks JC-1 efflux by human ABCB1 transporter. inhibition, % at 6.6 µM. CCRF-Adr cells, flow cytometry. 0.067% of 190,000 active. P08183; in the data active = inhibition above about 40%;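 also: 0% = vehicle and 100% = reference inhibitor; higher value means more JC-1 retained so stronger ABCB1 efflux block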
Rab7 wt GTP bind: alters GTP binding to wildtype dog Rab7 | GST-Rab7 beads, fluorescent GTP binding, flow cytometry; actives lie on both sides; untreated = 100%, excess cold GTP = 0% | GTP binding activity (percent of control), % at 10 µM | 0.055% of 190,000 active;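 active = fluorescent GTP binding to Rab7 beads changed by at least 20 points from the 100% baseline, either direction, mostly lower; inconclusive = compound itself probably fluorescent, or too few beads counted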;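 also: median green fluorescence of bound Bodipy-FL-GTP per Rab7 bead population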
Rab2 wt GTP: changes GTP binding to wildtype dog Rab2A, up or down. P61105. GST-Rab2 wt beads, Bodipy-GTP binding, flow cytometry. GTP binding activity, % at 10 µM. 0.19% of 190,000 active;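 active = GTP binding activity at least 20 points away from 100%, either lowered or raised; inconclusive = signal likely due to the compound's own green fluorescence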;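 also: 0% = beads with excess unlabeled GTP and 100% = no-compound control corrected for plate trend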
ABCG2 block: blocks JC-1 efflux by human ABCG2 transporter | IgMXP3 cells, flow cytometry | inhibition, % at 6.6 µM | 0.1% of 190,000 active | AID 1325;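 active = inhibition above 80%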;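 also: 0% = DMSO and 100% = nicardipine control wells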
Target sequence (Q9UNQ0 whole entry, looked up): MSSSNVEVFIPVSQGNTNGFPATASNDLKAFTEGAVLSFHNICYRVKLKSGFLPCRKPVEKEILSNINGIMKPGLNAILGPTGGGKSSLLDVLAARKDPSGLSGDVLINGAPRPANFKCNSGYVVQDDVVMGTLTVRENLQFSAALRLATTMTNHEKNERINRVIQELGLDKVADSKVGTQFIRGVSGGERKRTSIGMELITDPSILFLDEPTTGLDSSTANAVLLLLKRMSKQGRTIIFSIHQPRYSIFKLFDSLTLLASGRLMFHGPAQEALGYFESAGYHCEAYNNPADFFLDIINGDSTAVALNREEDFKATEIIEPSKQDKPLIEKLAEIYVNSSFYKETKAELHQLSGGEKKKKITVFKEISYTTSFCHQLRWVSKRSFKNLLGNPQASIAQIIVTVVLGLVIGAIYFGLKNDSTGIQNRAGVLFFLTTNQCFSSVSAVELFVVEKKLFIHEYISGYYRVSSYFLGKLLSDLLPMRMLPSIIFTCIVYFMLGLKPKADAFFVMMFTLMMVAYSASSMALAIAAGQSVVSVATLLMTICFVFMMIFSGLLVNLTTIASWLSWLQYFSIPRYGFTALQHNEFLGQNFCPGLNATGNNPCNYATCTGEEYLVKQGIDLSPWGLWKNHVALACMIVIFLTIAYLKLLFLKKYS
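Read-out basis: Efflux inhibition in percent versus controls | Test system: ABCG2 IgMXP3 and barcoded ABCB1 CCRF-Adr cell mix | Quantity: 3 million cells/mL in well | Schedule: 10 min at 25 °C | Control set: Nicardipine as high control, DMSO as low control | Reagent: JC-1 as fluorescent efflux pump substrate | Signal: Flow cytometry of retained JC-1 fluorescence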
HRas wt GTP: modulators of GTP binding to human HRas wildtype; 0.14% of 190,000 active; GST-Ras wt beads, Bodipy-FL-GTP binding, flow cytometry; actives lie on both sides; GTP binding activity, % at 10 µM; P01112; AID 759;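 active = GTP binding activity at least 20% away from the 100% baseline, either lowered as inhibitor or raised as activator; inconclusive = flagged as likely green fluorescent, judged across all proteins in the well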;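 also: 0% = unlabeled GTP competition control and 100% = no-compound control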
Target sequence (P01112 whole entry, looked up): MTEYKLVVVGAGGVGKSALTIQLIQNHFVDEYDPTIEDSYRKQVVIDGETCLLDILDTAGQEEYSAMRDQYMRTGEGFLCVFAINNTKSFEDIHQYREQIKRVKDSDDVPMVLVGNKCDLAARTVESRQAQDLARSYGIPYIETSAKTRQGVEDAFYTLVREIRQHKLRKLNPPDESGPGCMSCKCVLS
Cdc42 wt: changes GTP binding to wildtype human Cdc42; GST-Cdc42 beads, Bodipy-GTP binding, flow cytometry; actives lie on both sides; percent activity (GTP binding), % at 10 µM; 0.2% of 190,000 active; P60953; AID 761;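 active = percent activity GTP binding at least 20 points away from the 100% baseline, either down as inhibitor or up as activator; inconclusive = compound flagged as likely green fluorescent from well-wide comparison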;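 also: median bead fluorescence of bound Bodipy-FL-GTP at 100 nM; 0% = excess unlabeled GTP control and 100% = no compound control; below 100% means less GTP binding so inhibitor and above means activator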
Target sequence (P60953 whole entry, looked up): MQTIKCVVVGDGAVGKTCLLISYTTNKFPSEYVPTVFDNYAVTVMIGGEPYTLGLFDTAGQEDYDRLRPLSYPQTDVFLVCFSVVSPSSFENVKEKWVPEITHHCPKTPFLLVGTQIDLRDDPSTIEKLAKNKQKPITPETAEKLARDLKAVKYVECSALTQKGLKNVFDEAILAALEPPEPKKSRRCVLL
Rac1 wt modul: alters GTP binding to wildtype human Rac1 | GTP binding activity (% of control), % at 10 µM | P63000 | AID 757 | GST-Rac1 beads, fluorescent GTP binding, flow cytometry; actives lie on both sides; 0 = cold GTP competed, 100 = untreated | 0.27% of 190,000 active;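 active = GTP binding activity at least 20 points away from the 100% control level, either lower or higher; inconclusive = compound flagged as likely green fluorescent, judged across all proteins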
GSH fluor: compound fluoresces at 488/530 nm on GSH beads; fluorescence (KMESF) at 10 µM; 0.25% of 190,000 active; GSH beads flow cytometry, compound fluorescence 488/530 nm; active compounds read high; in the data active = fluorescence above about 89;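 also: glutathione beads carrying GST-tagged Bcl family fusion proteins plus one bare bead set; values are compound well signal with DMSO vehicle wells as background; inactives centre near 16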
Rac1 mut GTP: modulators of GTP binding to human Rac1 activated mutant; P63000; GST-Rac1 activated beads, fluorescent GTP binding, flow cytometry; actives lie on both sides; 100% means binding = to untreated wells; percent activity (GTP binding), % at 10 µM; 0.11% of 190,000 active;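 active = GTP binding at least 20 percentage points away from the 100% baseline, in either direction, so actives lie on both sides; inconclusive = Compound likely fluorescent itself, or too few beads counted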
Avidin fluor: compound fluoresces at 488/530 nm on avidin beads. compound fluorescence 488/530 nm, flow cytometry; active compounds read high. fluorescence (KMESF) at 10 µM. 0.38% of 220,000 active; in the data active = fluorescence above about 47; also: inactives centre near 10
Pf gametocyte: inhibitors of late stage P. falciparum gametocyte viability. inhibition, % at 10.9 µM. P. falciparum stage V gametocytes, ATP luminescence, 24 h. 0.065% of 150,000 active;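 active = inhibition above the mean plus 3 SD of compounds within the control limits, set per campaign, cut at about 38% in these data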;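 also: 0% = DMSO wells and 100% = medium only without gametocytes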
* marks the source's active call; other numbers are inactive results; ? = inconclusive; . = no result given; & = joins results of further samples.

compound	ABCB1 block	Rab7 wt GTP bind	Rab2 wt GTP	ABCG2 block	HRas wt GTP	Cdc42 wt	Rac1 wt modul	GSH fluor	Rac1 mut GTP	Avidin fluor	Pf gametocyte
Cc1cc(O)ccc1-c1cnc2ccccc2n1	-0.2	101.0	99.0	35.8	98.0	97.0	99.0	11	98.0	7	-20.8
CSc1ncc(Cl)c(C(=O)Nc2nnc(SC/C=C/c3ccccc3)s2)n1	-0.2	98.0	96.0	-0.3	97.0	98.0	100.0	21	97.0	38	.
CC(=O)N/N=C/c1cc2c(cc1[N+](=O)[O-])OCO2	-0.4	106.0	98.0	-0.9	99.0	97.0	97.0	17	95.0	9	27.9
Cc1ccc(NC2CC(=O)N(c3ccc(N4CCCCC4)cc3)C2=O)cc1 (stereo not given)	0.1	98.0	99.0	2.2	98.0	99.0	100.0	10	97.0	8	-14.7
COC(=O)NNC(=O)COc1ccc(Cl)cc1	1.1	96.0	95.0	2.8	96.0	95.0	95.0	28	95.0	7	.
CCc1ccc2c(CN3CCN(S(=O)(=O)c4ccc5c(c4)OCCO5)CC3)cc(=O)oc2c1	2.4	98.0	100.0	2.0	99.0	101.0	100.0	34	99.0	11	.
O=c1cnc2cc([N+](=O)[O-])ccc2[nH]1	0.1	97.0	94.0	2.4	93.0	93.0	93.0	9	91.0	7	5.5
Cc1ccc(N2CCN(C(=O)c3cccc([N+](=O)[O-])c3)CC2)cc1Cl	2.4	96.0	96.0	15.4	95.0	95.0	97.0	15	96.0	9	0.6
CCc1ccccc1S(=O)(=O)Cc1ccc(C(=O)N2CCN(c3ccccn3)CC2)o1	1.3	91.0	96.0	1.3	93.0	93.0	94.0	24	96.0	4	.
O=C(CN1C(=O)c2ccccc2S1(=O)=O)NCCC1=CCCCC1	0.1	101.0	100.0	0.5	101.0	101.0	105.0	117*	99.0	4	3.9
O=C(/C=C/c1ccccc1Cl)NNC(=O)c1cccs1	1.0	92.0	93.0	9.4	92.0	91.0	90.0	12	93.0	12	18.8
O=C(Nc1cccc(-n2cnnn2)c1)c1ccco1	0.0	100.0	98.0	0.6	100.0	102.0	101.0	5	98.0	7	.
CC(=O)c1ccc(N2CCN(C(=S)NCCCN(C)C)CC2)cc1	0.6	96.0	96.0	6.7	94.0	97.0	98.0	15	94.0	11	-61.2
COc1ccc(CCNc2nnc(Sc3nnnn3-c3ccccc3)s2)cc1OC	-2.7	101.0	102.0	-3.2	101.0	103.0	106.0	29	97.0	6	2.8
O=C(N/N=C\c1ccc([N+](=O)[O-])o1)C1COc2ccccc2O1 (stereo not given)	0.8	106.0	95.0	9.0	97.0	90.0	98.0	18	94.0	9	7.9
Cc1ccc(CS(=O)(=O)Cc2ccc(C(=O)NCc3cccnc3)o2)cc1	0.3	96.0	97.0	12.9	97.0	99.0	100.0	31	97.0	10	.
O=C(/C=C/c1ccc2c(c1)OCO2)N1CCN(c2ccc(Cl)cc2)CC1	0.4	97.0	98.0	5.6	98.0	99.0	103.0	11	97.0	4	2.3
O=c1c2cnn(-c3ccccc3Cl)c2ncn1Cc1cccnc1	0.2	102.0	102.0	0.9	100.0	104.0	104.0	17	99.0	8	.
C=CCN1C(=O)C2C(C(=O)NC)C3C=CC2(O3)C1C(=O)NCc1ccc(OC)cc1 (stereo not given)	0.7	97.0	101.0	1.9	100.0	101.0	102.0	45	98.0	6	9.6
CCOC1=NC(C(=O)O)c2ccccc2/C(=C(/C)Cl)N1 (stereo not given)	0.3	?	?	0.7	?	?	?	21	?	15	.
Cc1ccc(C(=O)Nc2cccnc2)cc1NC(=O)c1ccco1	0.6	97.0	96.0	10.4	96.0	99.0	97.0	25	93.0	9	.
Cc1ccc(CNC(=O)COc2ccc(S(=O)(=O)NC(C)C)cc2)cc1	0.6	97.0	105.0	2.8	104.0	106.0	103.0	18	100.0	34	.
Cc1cccc(C)c1Nc1nnc(SCC(=O)c2ccc3c(c2)NC(=O)CO3)s1	0.0	99.0	95.0	1.2	98.0	94.0	99.0	13	95.0	9	.
O=C(CCc1nc2ccccc2c(=O)[nH]1)NCc1cccc(Cl)c1	0.7	94.0	95.0	5.4	97.0	97.0	97.0	14	95.0	4	.
CCCCN1C(=O)NC2NC(=O)NC21 (stereo not given)	-0.1	102.0	99.0	0.3	102.0	103.0	105.0	23	99.0	4	-15.3
Cc1ccc(-n2cnc3scc(-c4cccs4)c3c2=O)cc1	0.4	98.0	103.0	3.2	102.0	104.0	103.0	22	100.0	19	.
O=C(CNS(=O)(=O)c1ccccc1)NCc1ccccn1	0.5	98.0	101.0	0.7	101.0	99.0	99.0	23	99.0	8	-4.6
CC1(C)CC(O)(CNCc2ccc3c(c2)OCO3)CCO1 (stereo not given)	1.1	96.0	96.0	3.8	99.0	98.0	95.0	6	96.0	15	.
O=C(CC1Sc2ccccc2NC1=O)Nc1cccc(-c2nnc3n2CCCCC3)c1 (stereo not given)	0.5&0.1	105.0&93.0	102.0	1.2&1.1	103.0	107.0	105.0	8&16	98.0&96.0	23&14	9.2
COc1ccc(C(=O)NC(=S)N(C)Cc2ccccc2)cc1Br	0.0	93.0	95.0	0.5	92.0	92.0	91.0	19	94.0	8	.

A draw from above in order of heavy-atom count, rising.
compound	ABCB1 block	Rab7 wt GTP bind	Rab2 wt GTP	ABCG2 block	HRas wt GTP	Cdc42 wt	Rac1 wt modul	GSH fluor	Rac1 mut GTP	Avidin fluor	Pf gametocyte
CCCCN1C(=O)NC2NC(=O)NC21 (stereo not given)	-0.1	102.0	99.0	0.3	102.0	103.0	105.0	23	99.0	4	-15.3
O=C(N/N=C\c1ccc([N+](=O)[O-])o1)C1COc2ccccc2O1 (stereo not given)	0.8	106.0	95.0	9.0	97.0	90.0	98.0	18	94.0	9	7.9
CC(=O)c1ccc(N2CCN(C(=S)NCCCN(C)C)CC2)cc1	0.6	96.0	96.0	6.7	94.0	97.0	98.0	15	94.0	11	-61.2

New compounds follow.
compound	ABCB1 block	Rab7 wt GTP bind	Rab2 wt GTP	ABCG2 block	HRas wt GTP	Cdc42 wt	Rac1 wt modul	GSH fluor	Rac1 mut GTP	Avidin fluor	Pf gametocyte
CNC(=O)/C(C#N)=C/c1c(N2CC(C)OC(C)C2)nc2ccccn2c1=O (stereo not given)	0.7	100.0	100.0	1.7	100.0	102.0	100.0	7	99.0	4	5.1
Cc1ccccc1N1C(=O)C(Oc2ccc(Cl)cc2)C1CNCCCOC(C)C (stereo not given)	22.1	102.0	101.0	15.5	103.0	100.0	105.0	4	102.0	11	4.2
COc1ccc(NS(=O)(=O)c2c(C)cc(C)cc2C)cc1	0.4	104.0	103.0	1.1	103.0	101.0	99.0	6	98.0	13	.
C/C(=N\NC(=O)c1cc(-c2ccncc2)nc2ccccc12)c1ccc(N2CCOCC2)cc1	2.1	94.0	94.0	13.5	96.0	97.0	97.0	14	95.0	13	-8.5
CC(C)N(C(=O)CS(=O)(=O)c1ccc(Cl)c(Cl)c1)C(C)C	0.1	100.0	95.0	2.4	94.0	90.0	94.0	14	92.0	8	-14.8
COc1ccc(/C=C/C2=CCN(Cc3ccc(OC)cc3)CC2)cc1	0.3	102.0	97.0	-3.3	95.0	95.0	98.0	14	95.0	5	-6.7
COc1ccc(C)cc1NC(=O)CSc1nnc(CC(=O)Nc2ccccc2C)n1C	0.6	102.0	105.0	3.4	106.0	106.0	102.0	17	103.0	11	30.3
CCOc1ccc(NC(=O)C(c2ccccn2)N(C(=O)CCl)c2ccc(OCC)cc2)cc1 (stereo not given)	0.3	103.0	101.0	0.8	106.0	101.0	103.0	6	101.0	2	.
CCOC(=O)c1cnc(SC)nc1Sc1ccc(Cl)cc1Cl	0.8	100.0	99.0	4.7	101.0	100.0	99.0	50	99.0	8	-1.8
O=C(CCN1C(=O)/C(=C/c2ccccc2)SC1=S)NNC(=O)c1ccncc1	1.1	103.0	100.0	3.5	97.0	97.0	97.0	18	96.0	9	12.4
O=C(c1ccccc1C(=O)N1CCN(c2ccccc2F)CC1)N1CCN(c2ccccc2F)CC1	0.4	103.0	100.0	1.3	102.0	105.0	102.0	12	100.0	8	.
COc1ccc(NC(=O)CSc2nc3ccccc3c(=O)n2CCCN2CCC(C)CC2)c(OC)c1	6.0	105.0	102.0	2.1	99.0	96.0	99.0	19	94.0	9	6.9
COc1ccc(C2C(C(=O)N3CCN(c4ccccn4)CC3)CC(=O)N2c2ccc(OC)cc2)cc1 (stereo not given)	0.5	102.0	103.0	5.2	103.0	103.0	109.0	25	101.0	33	.
COc1ccc(NC(=O)Nc2cc(C)ccc2OC(F)F)c(OC)c1	0.0	97.0	97.0	0.6	98.0	100.0	98.0	33	98.0	.	24.7
CCOC(=O)N1CCN(C(=O)c2cccc(-n3c(=S)[nH]c4cc(Cl)ccc4c3=O)c2)CC1	-1.2	94.0	96.0	30.2	96.0	101.0	104.0	30	97.0	12	4.8
O=C(N/N=C\c1cc(Cl)ccc1O)c1ccc(S(=O)(=O)N2CCCCC2)cc1	-0.6	102.0	102.0	5.8	102.0	101.0	105.0	21	98.0	12	4.2
Cc1cccc(C(=O)c2c(N)sc3c2CCC(C)C3)c1 (stereo not given)	0.0	101.0	101.0	0.2	102.0	102.0	105.0	11	102.0	14	2.4
COc1ccccc1C(=O)n1nc(-c2ccccc2)nc1NCc1ccco1	0.9	102.0	101.0	4.6	104.0	106.0	103.0	22	101.0	11	.
Cc1cc(=O)[nH]c(SCc2cccc(F)c2)n1	-0.2	102.0	99.0	36.9	99.0	100.0	106.0	31	96.0	22	.
COc1ccc(Cn2c(=O)sc3ccccc32)cc1	0.4	100.0	99.0	1.5	100.0	102.0	104.0	33	100.0	7	-26.7
CCCC(C(=O)NC1CCCC1)N(Cc1cccs1)C(=O)c1snc(C(N)=O)c1N (stereo not given)	5.9	101.0	98.0	14.6	98.0	92.0	101.0	26	97.0	7	.
CC(=O)Nc1ccc(NC(=O)C2CCN(c3c(Cc4ccccc4)c(C)nc4ncnn34)CC2)cc1	-0.2	99.0	98.0	-0.1	99.0	100.0	104.0	17	96.0	21	.
CCOc1ccc2nc(SCC(=O)N3CCCCCC3)c(C#N)cc2c1	4.0	103.0	100.0	57.1	99.0	99.0	100.0	13	97.0	7	5.6

A few values from the results shown:
Value for COc1ccc(NC(=O)Nc2cc(C)ccc2OC(F)F)c(OC)c1 in GSH fluor: 33
Value for COc1ccc(C2C(C(=O)N3CCN(c4ccccn4)CC3)CC(=O)N2c2ccc(OC)cc2)cc1 (stereo not given) in GSH fluor: 25
